Screening data from PubChem BioAssay.
N370S GC mod = qHTS Assay for Inhibitors and Activators of N370S glucocerebrosidase as a Potential Chaperone Treatment of Gaucher Disease; Lysosomal acid glucosylceramidase (Homo sapiens), P04062; N370S GC spleen homogenate, 4MU-glucoside fluorescence; Potency, µM (highest dose often 59.4 µM), inactives show at the top dose activity change, negative = inhibition, hits mostly inhibitors; actives 0.092% (n = 330,000); AID 2101, 2009;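 further: 0% = full enzyme activity and -100% = no enzyme basal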
FEN1 inh = qHTS Assay for the Inhibitors of Human Flap endonuclease 1 (FEN1). P39748. Recombinant FEN1 flap cleavage, fluorescence, 15 min. Potency, µM (highest dose often 114 µM), inactives show at the top dose activity change, negative = inhibition, hits mostly inhibitors. actives 0.35% (n = 390,000). AID 588795, 2011; further: nearly all actives have a fitted effect of over 65% in size
Target sequence (P39748 whole entry, looked up): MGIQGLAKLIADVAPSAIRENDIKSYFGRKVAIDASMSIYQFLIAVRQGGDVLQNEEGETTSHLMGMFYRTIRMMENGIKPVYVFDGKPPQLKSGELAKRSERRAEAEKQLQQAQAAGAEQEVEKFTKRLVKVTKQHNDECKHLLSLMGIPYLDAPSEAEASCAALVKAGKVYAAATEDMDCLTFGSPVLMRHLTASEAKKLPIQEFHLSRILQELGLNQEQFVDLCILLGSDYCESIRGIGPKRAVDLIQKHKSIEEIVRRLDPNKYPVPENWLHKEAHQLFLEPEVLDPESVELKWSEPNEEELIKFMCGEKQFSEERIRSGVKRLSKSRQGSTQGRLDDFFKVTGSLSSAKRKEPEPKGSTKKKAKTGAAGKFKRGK
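Concentration–response screening of FEN1 (10 nM): 15 min compound preincubation at room temperature, reaction started with 50 nM substrate and read at 0 and 15 min. Corrected, normalized data were fitted by a four-parameter Hill equation.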
GCN5L2 inh = qHTS Assay for Inhibitors of GCN5L2 | Histone acetyltransferase KAT2A (Homo sapiens), Q92830 | GCN5L2 HAT assay, ThioGlo1 CoA-SH fluorescence | Potency, µM (series often up to 58.9 µM), inactives show at the top dose activity change, negative = inhibition, most hits filed as inhibitors | actives 0.21% (n = 390,000) | AID 504327, 2011
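Fluorescence readout, Ex340nm/Em540nm: ThioGlo1 (50uM final) reacts with free CoA thiol released as 20nM GCN5L2 acetylates H3(1-25) peptide (75uM) using acetyl-CoA (70uM). Compound and enzyme sat 15 min beforehand; 20 min room-temperature reaction.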
* marks the source's active call; other numbers are inactive results; u = inconclusive; x = no result given; & = joins results of further samples; [ ] = another dose, or the depositor's remark. The call rests on the fitted dose curve; in most records, active means well fitted curve in the direction sought with a large enough effect; inconclusive means small, poorly fitted or top-dose-only effect, or another doubt; inactive means no such curve, though single readings can be large; an effect the other way counts as inactive or inconclusive. Unless noted, on the % scale 0 is the no-effect control and ±100 the full control effect; potency means the concentration at half of the fitted maximal effect.

Order of values: N370S GC mod, GCN5L2 inh, FEN1 inh
- O=CN1CCN(C(=O)c2ccccc2F)CC1
    -7%, -3%, -12%
- Cc1ccc(N2CCN(/N=C/C(Cl)=C/c3ccccc3)CC2)cc1
    -8%, 0%, -6%
- O=C(NC(=S)Nc1ccccc1Br)C1CCCCC1
    x, -8%, -22%
- CC(C)c1nc2ccc(C(=O)Nc3ccccc3F)cc2o1
    x, 2%, -2%
- NC(=O)c1ccc(NC(=O)C#Cc2ccccc2)cc1
    -15%, 1%, -5%
- COc1cccc(C(=O)/C=C/Nc2ccc(S(=O)(=O)Nc3onc(C)c3C)cc2)c1
    -10%, 29%, 4%
- CCOc1ccccc1NC(=O)c1ccc2c(c1)C(=O)N(C(C)(C)C)C2=O
    1%, -7%, 0%
- Cc1ccc(C(=O)NCC(=O)OCC(=O)Nc2cc(S(=O)(=O)N3CCOCC3)ccc2Cl)s1
    x, 1%, -6%
- Cc1cc(NC(=O)Nc2cccc(Cl)c2)n(C(C)(C)C)n1
    -10%, 1%, -3%
- COC(=O)CCNC(=O)Cc1c(C)n(C(=O)c2ccc(Cl)cc2)c2ccc(OC)cc12
    -7%, -4%, -13%
- COc1ccc(NC(=O)CSc2nc(-c3ccccc3)cc(-c3cc(OC)c(OC)c(OC)c3)c2C#N)c(OC)c1
    x, -6%, -12%
- COc1cccc(N2CCN(CC(=O)Nc3nc(C)c(C(=O)N(C)C)s3)CC2)c1
    -1%, -2%, 15%
- O=S(=O)(NN=C1CCCCC1)c1ccccc1
    -16%, 1%, 4%
- CCCSc1nnc(N2C(=O)CC(c3ccsc3)C3=C2CCCC3=O)s1 (stereo not drawn)
    12%, -3%, 1%
- CCCOC(=O)C1=C(C)NC2=C(C(=O)C(C(=O)OC)C(C)C2)C1c1ccc(N(C)C)cc1 (stereo not drawn)
    -8%, -4%, -4%
- Cc1cc2c(cc1S(=O)(=O)CCC(=O)NCc1ccccc1)OCC(=O)N2
    -2%, -1%&-5%, 14%&-13%
- COC(=O)c1ccc2nc(Nc3nc4ccc(F)cc4s3)sc2c1
    u, -8%, -16%
- COc1ccccc1NC(=O)c1cc(OC)c(OC)cc1[N+](=O)[O-]
    -1%, -2%, -12%
- O=C(O)CCc1ccc(-c2ccc(F)cc2)n1CC(=O)O
    9%, -1%, -11%
- CC(=O)/C(=C/N(C)C)Sc1ccc(C)cc1
    6%, 0%, 2%
- COc1ccc(C(=O)C2CCCN(Cc3cccn3-c3ccccn3)C2)c(OC)c1 (stereo not drawn)
    -11%, 0%, -2%
- CCOC(=O)c1c(NC(=O)c2cc(OC)c(OC)c(OC)c2)sc2c1CCCC2
    x, -6%, -1%
- Cc1cc(=S)n(-c2ccccc2)n1C
    -4%, -2%, -2%
- COc1ccc(N2C(=O)CS(=O)(=O)C23C(=O)N(Cc2ccc(C)cc2)c2ccccc23)cc1Cl (stereo not drawn)
    x, -21%, 9%
- O=C(Nc1ccc(-c2nnc3n2CCCCC3)cc1)c1ccco1
    2%, -3%, -2%
- CCOC(=O)c1cccc(NC(=O)Cn2nc3c(cc2=O)CCCC3)c1
    x, 0%, -7%
- COC(=O)CCCC(=O)NC1CC(C)(C)Cc2c1cnn2-c1ccc(C)cc1 (stereo not drawn)
    -5%, -7%, 2%
- Cc1nc(-c2cccnc2)sc1C(=O)Nc1ccc(C(F)(F)F)cc1
    10%, -26%, -3%
- O=S(=O)(NCc1cccs1)c1ccc(Br)s1
    2%, -12%, x
- Cc1oc(C)c2c(=O)cc(-c3ccc4c(c3)OCO4)cc(OC(=O)c3cccc(Br)c3)c12
    x, -2%, -5%
- CN(CCc1ccccn1)C(=O)Nc1ccc(F)cc1
    8%[2.35 µM], 0%, 1%
- Fc1ccc2c(c1)-c1c(cnc3cc(-c4ccc(Cl)cc4)nn13)CO2
    x, 4%, -8%
- O=C(Cn1cnc2ccc(Br)cc2c1=O)c1cccs1
    -8%, -8%, 1%
- O=C(NCCc1ccc(Cl)cc1)c1ccc2nc(Cc3ccccc3)oc2c1
    x, -7%, 3%
- CC1(C)Cc2cccc(OCC(=O)N3CCN(c4ccccc4F)CC3)c2O1
    -4%, -1%, 1%
- O=C(NCc1cc([N+](=O)[O-])ccc1O)c1cccnc1Sc1ccccc1Cl
    u, u, 18%
- COc1ccc(Cc2nnc(-c3ccccc3)o2)cc1
    -3%, 4%, 2%
- Cc1cccc(-c2noc(-c3ccoc3C)n2)c1
    7%, -18%, 15%
- CCCCCCCc1c(C)nc(N2CCOCC2)[nH]c1=O
    -9%, -2%, -19%
- COc1ccc(Cl)cc1NC(=O)CSC1=Nc2ccccc2C2=NC(CC(=O)NCc3ccc4c(c3)OCO4)C(=O)N12 (stereo not drawn)
    x, -10%, -1%

Retrieved one by one from above:
Order of values: N370S GC mod, GCN5L2 inh, FEN1 inh
- Cc1oc(C)c2c(=O)cc(-c3ccc4c(c3)OCO4)cc(OC(=O)c3cccc(Br)c3)c12
    x, -2%, -5%
- CCCCCCCc1c(C)nc(N2CCOCC2)[nH]c1=O
    -9%, -2%, -19%

(list continues)
Order of values: N370S GC mod, GCN5L2 inh, FEN1 inh
- c1ccc(Cc2cc[n+](Cc3ccccc3)cc2)cc1
    5%, u, 4%
- CC(C)Cn1c(N2CCN(CC(=O)Nc3ccc(Cl)cc3)CC2)nc2ccccc21
    2%, 5%, -1%
- Cc1ccc(CCNC(=O)c2cc3cc4cc(C)ccc4nc3s2)cc1
    x, 4%, 4%
- COc1ccc(C(=O)C[n+]2ccc(-c3nnc4n3CCCCC4)cc2)cc1
    1%, 0%, -13%
- CCN(c1ccccc1C(=O)O)S(=O)(=O)c1ccc2[nH]c(=O)[nH]c2c1
    -1%, u, -7%
- OC1(c2ccc(F)cc2)CCN(Cc2cccnc2)CC1
    3%, -6%, 8%
- CCOc1ccc(Sc2cc(C(=O)NCCCOC)c3ccccc3n2)cc1
    x, -14%, 14%
- O=C(NC1CC1)C1=C[C@@H](C2CCCCC2)C[C@@H](OCc2ccc(CO)cc2)O1
    u, 1%, -13%
- Cc1ccc(Nc2nc(N3CCOCC3)nc(N3CCOCC3)n2)cc1C
    0%, -3%, -2%
- COc1ccc(CC(=O)N/N=C/c2cc(Br)cs2)cc1OC
    -5%, -3%, 1%
- O=C(Nc1cccnc1)C1=NN(C2CCS(=O)(=O)C2)C(=O)CC1 (stereo not drawn)
    -1%, 3%, 20%
- Cc1cc(C)c(S(=O)(=O)Cc2ccccc2)c(=O)[nH]1
    3%, -22%, 16%
- CC(=O)c1ccc(-n2c(SCC(=O)c3c[nH]c4ccccc34)nc3ccccc3c2=O)cc1
    7%, -20%, -3%
- COC(=O)c1cc(-c2ccc(OC)c(OC)c2)n[nH]1
    2%, -7%, -1%
- COc1ccc(CNC(=O)c2ccc(-c3nc(CSc4ccccc4)c(C)o3)cc2)cc1OC
    x, -3%, 1%
- O=C(CCS(=O)(=O)c1cccs1)N1CCN(c2ccc(F)cc2)CC1
    4%, 14%, 3%
- COc1ccc(C)cc1NC(=O)C(c1ccccc1)N1CCN(CC(=O)N2CCOCC2)CC1 (stereo not drawn)
    -1%, -9%, -1%
- COc1ccccc1NC1=NCC(=O)N1Cc1ccccc1
    15%, -9%, -2%
- Cc1cc(O)c(C(c2ccccc2)N2CCN(c3ccccc3)CC2)c(=O)n1Cc1ccco1 (stereo not drawn)
    x, -7%, -14%
- C[C@@]12C=Cc3occc3[C@H]1CC[C@]13CC(=O)[C@@H](CC[C@H]12)C3
    -5%, x, -6%
- CN(C)CCNC(=O)C1CCCNC1=O (stereo not drawn)
    3%, 24%, -5%
- C=CCn1c(SCc2ccc(Br)cc2F)nc2cc(C(=O)O)ccc2c1=O
    1%, -18%, -7%
- Cc1ccc(-c2nnn(CC(=O)NCCc3ccc4c(c3)OCO4)n2)cc1
    -7%, 2%, -9%
- Cc1ccc(-c2csc(NNC(=O)c3ccccc3)n2)cc1
    6%, -2%, -3%
- Cc1ccc(S(N)(=O)=O)cc1NC(=O)c1ccc2c3c(cccc13)CC2
    3%, -3%, 2%
- COc1ccc(C[C@H]2CN3C(=NC[C@@H]3C(C)C)N2CCNC(=O)c2ccc(C)c(Br)c2)cc1
    -20%, -5%, -17%
- NC(=O)NC(=O)C(Nc1ccc2c(c1)CCC2)c1ccccc1 (stereo not drawn)
    -7%, -2%, 3%
- COc1ccccc1N1CCN(C(=S)Nc2ccc(S(=O)(=O)N3CCOCC3)cc2)CC1
    u, -1%, -9%
- Cc1ccsc1/C=N/n1c(-c2ccccc2)n[nH]c1=S
    u, 0%, -10%
- CSc1ccc(C(=O)C2CCCN(C(=O)Cc3nonc3C)C2)cc1 (stereo not drawn)
    -12%, -26%, -3%
- CCCOc1cccc(C(=O)NCCNC(=O)c2cnccn2)c1
    0%, -1%, 5%
- Cc1ccc(OCC(=O)OC2CCCN(C)C2)cc1 (stereo not drawn)
    -11%, -6%, -17%
- CCOC(=O)c1nc(Nc2cc(Cl)ccc2OC)c2ccccc2n1
    2%, -9%, -7%
- CCC(C)c1ccccc1NC(=O)COC(=O)c1ccc2[nH]c3c(c2c1)CCCC3 (stereo not drawn)
    -16%, -10%, -19%
- CCCN1CCN(S(=O)(=O)c2ccc(-c3cc(C)no3)s2)CC1
    -7%, -5%, -3%
- CC(C)C1=NOC(C(=O)N2CCC(N3CCC(C(=O)N4CCOCC4)CC3)CC2)C1 (stereo not drawn)
    -5%, 0%, -15%
- COc1ccccc1CNC(=O)[C@H](C)NC(=O)C1CCN(C(=O)[C@H](CCSC)NC(=O)OC(C)(C)C)CC1
    -4%, -6%, 20%
- O=C(COc1ccc(Br)cc1)NNC(=S)NC(=O)c1ccccc1[N+](=O)[O-]
    3%, 2%, -15%
- COC(=O)Cn1c(=O)c2c(nc(Br)n2CC(=O)OC)n(C)c1=O
    1%, 1%, -6%
- CC1=C(C(=O)OCC2CCCCC2)C(c2ccc(Cl)cc2)CC(=O)N1 (stereo not drawn)
    x, -9%, -28%
- CCCCN1C(=O)c2ccc(C(=O)NCCN3C(=O)S/C(=C\c4cccnc4)C3=O)cc2C1=O
    0%, -24%, -4%
- Nc1nnc(SCC(=O)Nc2ccccc2)s1
    -1%, -4%&-1%, 7%&1%
- CCN(CC)c1ccc2cc(-c3nc(-c4ccccc4F)no3)c(=O)oc2c1
    x, -7%, 18%
- COc1ccc(/C=C2\SC(=O)N(CCc3nnc(N)s3)C2=O)cc1
    5%, -1%, 2%
- COc1ccc(CNC(=O)CSc2nc3ccccc3nc2Cc2ccccc2OC)cc1
    x, -3%, 19%
- CCCN1CCc2c(sc(NC(=O)c3ccc(S(=O)(=O)N4CCN(C(=O)OCC)CC4)cc3)c2C(N)=O)C1
    -6%, -5%, -15%
- Cc1ccc(S(=O)(=O)c2ccc(Cl)cc2)cc1S(=O)(=O)N1CCOCC1
    -28%, -2%, -21%
- CCOC(=O)CC1=C(C(=O)OCC)C(c2ccc(OC)cc2OC)C(C#N)=C(N)O1 (stereo not drawn)
    -2%, -11%, -15%
- COc1ccccc1-n1cnnc1SCC(=O)N1CCN(C(=O)c2ccco2)CC1
    -10%, -2%, 5%
- NC(=O)COC(=O)c1ccc(S(=O)(=O)N2CCCCCC2)cc1
    12%, -2%, -9%
- O=C(CCn1c2c(c3ccccc31)CCCC2)NNC(=O)c1ccccc1C(=O)O
    10%, -15%, 8%
- COc1ccc(C2C(C(=O)N3CCC(C(N)=O)CC3)CC(=O)N2c2ccc(OC)cc2)cc1 (stereo not drawn)
    -3%, 2%, 18%
- CCOc1cccc(SCc2noc(C(=O)NCC3CCCO3)c2C(=O)O)c1 (stereo not drawn)
    11%, -3%, -1%
- O=C(NCCc1ccc(Cl)cc1)C(=O)NCC(c1ccco1)S(=O)(=O)c1ccccc1 (stereo not drawn)
    x, 0%, 19%
- Clc1ccc(CN2C3=NCCCN3c3ccccc32)c(Cl)c1
    -13%, -4%, -2%
- Cc1nc2c(-c3ccccc3)c(C)nn2c(C)c1CCC(=O)NCc1cccc(Cl)c1
    x, 1%, -1%
- Cc1ccc(S(=O)(=O)Cc2ccc(C(=O)NCc3ccc4c(c3)OCO4)o2)cc1
    4%, -13%, -18%

Arranged by value in N370S GC mod (smallest number first): four from the list above
| SMILES | N370S GC mod | GCN5L2 inh |
| --- | --- | --- |
| Clc1ccc(CN2C3=NCCCN3c3ccccc32)c(Cl)c1 | -13% | -4% |
| COc1ccc(C2C(C(=O)N3CCC(C(N)=O)CC3)CC(=O)N2c2ccc(OC)cc2)cc1 (stereo not drawn) | -3% | 2% |
| COc1ccc(/C=C2\SC(=O)N(CCc3nnc(N)s3)C2=O)cc1 | 5% | -1% |
| CCOc1cccc(SCc2noc(C(=O)NCC3CCCO3)c2C(=O)O)c1 (stereo not drawn) | 11% | -3% |
